Vif-A3G inh: qHTS for Inhibitors of Vif-A3G Interactions: qHTS. HeLa A3G-eYFP + Vif (tagged APOBEC3G with the HIV-1 protein that degrades it), YFP fluorescence, overnight. Potency, µM (doses to about 46.1 µM), for the others: at the top dose activity, negative = active, actives largely listed as inhibitors. hit rate 0.076% among 410,000. AID 602310, 2012;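 further: potency means the concentration at half of the fitted maximal effect; on the % scale 0 is the no-effect control and ±100 the full control effect; nearly all actives have a fitted effect of over 60% in size; hits raise eYFP signal because A3G escapes Vif-driven loss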
Target sequence (Q9HC16 whole entry, looked up): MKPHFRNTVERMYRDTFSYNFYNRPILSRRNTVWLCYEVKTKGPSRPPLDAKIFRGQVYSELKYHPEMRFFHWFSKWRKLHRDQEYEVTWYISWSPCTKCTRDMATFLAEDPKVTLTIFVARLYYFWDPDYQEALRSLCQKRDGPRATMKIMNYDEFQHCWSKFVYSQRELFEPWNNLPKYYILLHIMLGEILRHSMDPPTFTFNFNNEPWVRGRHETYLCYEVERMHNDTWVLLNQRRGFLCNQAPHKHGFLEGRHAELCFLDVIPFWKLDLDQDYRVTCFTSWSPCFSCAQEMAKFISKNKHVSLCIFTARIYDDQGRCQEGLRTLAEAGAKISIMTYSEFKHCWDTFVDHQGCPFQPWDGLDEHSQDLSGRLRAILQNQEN
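HeLa cells stably expressing Vif and C-terminally eYFP-tagged A3G, seeded overnight at 37 deg C, then exposed to compound by pintool overnight at 37 deg C. Rise in yellow fluorescence (Ex 488/Em 500-530, Acumen) marks blocked Vif-driven A3G degradation.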
D1 agonist: Allosteric Agonists of the Human D1 Dopamine Receptor: qHTS; HEK293 T-REx D1 cells, calcium flux, agonist mode; activation, % at 2 µM; hit rate 1% among 360,000; in the data active means activation above about 30%; further: 0% is about no effect
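Inducible HEK293 T-REx D1 cells, force-coupled to calcium signalling, were plated at 4000 cells/well with tetracycline and held overnight at 30 C. After no-wash calcium dye loading, compound-evoked calcium rise over 180 s flagged agonists.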
D1 PAM: Potentiators of Human D1 Dopamine Receptor: qHTS; D(1A) dopamine receptor (Homo sapiens), P21728; potentiation, % at 10 µM; HEK293 TREx D1 cells, calcium flux, dopamine EC20 potentiation; AID 504651, 2011; hit rate 0.036% among 360,000; in the data active means potentiation above about 30%; further: 0% is about no effect
RXFP1 agonist: qHTS Assay for Agonists of the Relaxin Receptor RXFP1; Relaxin receptor 1 (Homo sapiens), Q9HBX9; HEK293T-RXFP1 cAMP TR-FRET, 30 min; response scale: percent of porcine relaxin response, buffer zero; Potency, µM (series often up to 57.5 µM), for inactives: at the highest dose activation, hits mostly activators; hit rate 0.3% among 370,000; AID 2676, 2010; further: potency means the concentration at half of the fitted maximal effect; on the % scale 0 is the no-effect control and ±100 the full control effect; nearly all actives have a fitted effect of over 60% in size; many of its hits are not listed in these tables
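cAMP rise read by TR-FRET after 30 min, 37C compound exposure (up to 58 uM) in RXFP1-transfected HEK293 cells with Ro 20174 present. EC50 from Hill-equation fits, with 29 nM porcine relaxin as 100% and buffer as basal.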
D2 potentiator: HTS Assay for Positive Allosteric Modulators of the Human D2 Dopamine Receptor: Primary Screen for Potentiators | D(2) dopamine receptor (Homo sapiens), P14416 | HEK293 T-REx D2, calcium flux, EC20 dopamine potentiation | potentiation, % at 10 µM | hit rate 0.34% among 340,000;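 active means potentiation over 3 SD above the plate norm, cut at about 30% in these data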; further: 0% is about no effect
Target sequence (P14416 whole entry, looked up): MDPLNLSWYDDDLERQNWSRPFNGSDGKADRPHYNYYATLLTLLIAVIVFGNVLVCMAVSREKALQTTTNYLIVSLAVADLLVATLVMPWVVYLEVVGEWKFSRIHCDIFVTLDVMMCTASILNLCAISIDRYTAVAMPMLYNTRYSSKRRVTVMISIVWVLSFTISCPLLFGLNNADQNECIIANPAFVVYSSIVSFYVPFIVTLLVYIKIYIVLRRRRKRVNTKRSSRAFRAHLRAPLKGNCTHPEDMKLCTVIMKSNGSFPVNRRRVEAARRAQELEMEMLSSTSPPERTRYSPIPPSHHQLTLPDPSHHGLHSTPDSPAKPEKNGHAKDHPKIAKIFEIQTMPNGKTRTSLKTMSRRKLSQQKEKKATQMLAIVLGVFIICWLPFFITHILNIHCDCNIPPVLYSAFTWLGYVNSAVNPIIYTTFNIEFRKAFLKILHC
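Tetracycline-induced HEK293 T-REx cells force-coupled to calcium signalling expressed D2; compounds were pin-added after a 10 s baseline, read kinetically 180 s, then an EC20 dopamine challenge followed with a further 180 s calcium read.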
D1 antagonist: Antagonist of Human D 1 Dopamine Receptor: qHTS. D(1A) dopamine receptor (Homo sapiens), P21728. HEK293 TREx D1 cells, calcium flux, dopamine EC80; hits give low values. activity change, negative = inhibition, % at 10 µM. hit rate 3.2% among 360,000. AID 504652, 2011; in the data active means activity change below about -30%; further: on the % scale 0 is the no-effect control and ±100 the full control effect
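Calcium flux readout: force-coupled, inducible Hek293 Trex D1 line, cells induced overnight at 30 C with tetracycline, dye-loaded 30–90 min at RT. Antagonism scored against EC80 dopamine challenge given 180 s after compound.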
Vif-A3F inh: qHTS for Inhibitors of Vif-A3F Interactions: qHTS; HeLa A3F-eYFP + Vif (tagged APOBEC3F with the HIV-1 protein that degrades it), YFP fluorescence increase; Potency, µM (top dose mostly 46.1 µM), for inactives: top-dose activity, negative = active; hit rate 0.2% among 390,000; AID 602313, 2012; further: potency means the concentration at half of the fitted maximal effect; % of control where 0% means no effect; nearly all actives have a fitted effect of over 65% in size
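HeLa cells stably expressing Vif plus C-terminally eYFP-tagged A3F were seeded, incubated overnight at 37 deg C, dosed with compound, incubated overnight again at 37 deg C. Yellow fluorescence (Ex 488/Em 500-530) reported blocked Vif-mediated A3F-eYFP degradation.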
GRP78 ERSR act: qHTS for Inducers of the Endoplasmic Reticulum Stress Response (ERSR) in Human Glioma: qHTS; Potency, µM, inactives show top-dose activation, usual class: activators; AID 602332, 2012; U87-MG GRP78 promoter luciferase reporter, 16 h; hit rate 0.02% among 420,000; further: potency means the concentration at half of the fitted maximal effect; series mostly up to about 76 µM; % of control where 0% means no effect; nearly all actives have a fitted effect of over 35% in size
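Stably transfected U87-MG human glioma cells carrying a GRP78-based luminescent sensor were seeded at 1000 cells/well, pin-dosed with compounds and incubated 16 h. Luciferase reagent was then added, and end-point luminescence was read after 10 min at room temperature.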
RXFP1 antag: qHTS Assay for Antagonists of the Relaxin Receptor RXFP1; HEK293-RXFP1, relaxin-stimulated cAMP HTRF, 30 min; hits give low values; activity change, negative = inhibition, % at 57.5 µM; hit rate 0.59% among 350,000; AID 1259400, 2018; Relaxin receptor 1 (Homo sapiens), Q9HBX9;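 active means activity change of -60% or lower, but not beyond a set lower limit; inconclusive means change between -60% and -40%, or beyond the set limit; inactive means change above -40%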; further: on the % scale 0 is the no-effect control and ±100 the full control effect
* = called active by the depositor. Unless noted, the call rests on the fitted dose curve; in most records, active means well fitted curve in the direction sought with a large enough effect; inconclusive means small, poorly fitted or top-dose-only effect, or another doubt; inactive means no such curve, though single readings can be large; an effect the other way counts as inactive or inconclusive.

For c1ccc(C2Nc3ccccc3Oc3ccccc32)cc1 (stereo not given) the results were Vif-A3G inh 0%, D1 agonist 9, D1 PAM 11, RXFP1 agonist 0.3%, D2 potentiator -2, D1 antagonist -1, GRP78 ERSR act -5% and RXFP1 antag -6.
For CC1NC(C)c2c(ccc3ccccc23)O1 (stereo not given) the results were Vif-A3G inh -5%, Vif-A3F inh -25%, GRP78 ERSR act -1% and RXFP1 antag 8.
`CSc1nc(NC(C)C)nc(N2CCOCC2)n1` gave Vif-A3G inh 0%, D1 agonist -1, D1 PAM 3, RXFP1 agonist 0.2%, D2 potentiator 8, D1 antagonist 14, Vif-A3F inh -17%, GRP78 ERSR act -6% and RXFP1 antag -6.
For CN(C)c1ccc(C2Nc3ccccc3C(=O)N2NS(C)(=O)=O)cc1 (stereo not given) the results were Vif-A3G inh -2%, D1 agonist 0, D1 PAM -1, RXFP1 agonist -0.1%, D2 potentiator 9, D1 antagonist -3, Vif-A3F inh -8%, GRP78 ERSR act -5% and RXFP1 antag 4.
`CSc1cccc(NC(=S)N2CCCN(Cc3ccccc3F)C2)c1` gave Vif-A3G inh -6%, D1 agonist 4, D1 PAM 5, RXFP1 agonist -0.1%, D2 potentiator 3, D1 antagonist -9, Vif-A3F inh -6%, GRP78 ERSR act 1% and RXFP1 antag 12.
CC(C)c1ccc(NC(=O)c2cn(C3CCCCC3)c(=O)c3c2c2ccccc2n3C)cc1 was read as Vif-A3G inh 3%, D1 agonist 4, D1 PAM 7, RXFP1 agonist 6.8%, D2 potentiator -2, D1 antagonist 10, Vif-A3F inh 7%, GRP78 ERSR act -1% and RXFP1 antag -3.
Screening COC(=O)CSc1nc2cc(OC)ccc2cc1C#N returned Vif-A3G inh inconclusive, D1 agonist 3, D1 PAM -1, RXFP1 agonist 15%, D2 potentiator -10, D1 antagonist 32, Vif-A3F inh 4%, GRP78 ERSR act -1% and RXFP1 antag 28.
COC(=O)c1ccccc1NC(=O)C1CCCN(c2nnc(C)c3c(C)n(-c4ccccc4)nc23)C1 (stereo not given) was read as Vif-A3G inh -4%, D1 agonist 1, D1 PAM -2, RXFP1 agonist 2.6%, D2 potentiator 6, D1 antagonist 2, Vif-A3F inh 0%, GRP78 ERSR act -4% and RXFP1 antag -15.
`CC(=O)N1CCN(S(=O)(=O)c2ccc(C)cc2)C1C` (stereo not given) gave Vif-A3G inh -2%, D1 agonist -1, D1 PAM -4, RXFP1 agonist -1.2%, D2 potentiator 16, D1 antagonist 5, Vif-A3F inh 4%, GRP78 ERSR act -4% and RXFP1 antag -1.
Screening Cc1cc(NC(=O)CSc2nc(C)c(C)c(=O)[nH]2)no1 returned Vif-A3G inh 0%, D1 agonist 1, D1 PAM 4, RXFP1 agonist -0.3%, D2 potentiator -10, D1 antagonist 22, Vif-A3F inh 4%, GRP78 ERSR act -4% and RXFP1 antag -4.
CCNC(=O)C1CCCN1S(=O)(=O)c1ccc2ccccc2c1 (stereo not given) was read as Vif-A3G inh -8%, D1 agonist 0, D1 PAM -5, RXFP1 agonist 1.0%, D2 potentiator 1, D1 antagonist -6, Vif-A3F inh 2%, GRP78 ERSR act -2% and RXFP1 antag -5.
For CC(=O)Nc1sc2c(c1C(c1ccc(Cl)cc1)N1CCOCC1)CCCC2 (stereo not given) the results were Vif-A3G inh -6%, D1 agonist 3, D1 PAM 10, RXFP1 agonist -0.3%, D2 potentiator -10, D1 antagonist 13, Vif-A3F inh 7%, GRP78 ERSR act -7% and RXFP1 antag inconclusive.
Cc1cccc(NS(=O)(=O)c2ccc3[nH]c(=O)ccc3c2)c1C was read as Vif-A3G inh inconclusive, D1 agonist 12, D1 PAM -2, RXFP1 agonist -1.7%, D2 potentiator -6, D1 antagonist 1, Vif-A3F inh -16%, GRP78 ERSR act -5% and RXFP1 antag 3.
`O=C(Nc1nccs1)c1cccc2ccccc12` gave Vif-A3G inh -7%, D1 agonist 8, D1 PAM 2, RXFP1 agonist -4.1%, D2 potentiator 12, D1 antagonist 1, Vif-A3F inh 0%, GRP78 ERSR act 6% and RXFP1 antag 0.
For O=S(=O)(Nc1ccc(F)cc1)N1CCOCC1 the results were Vif-A3G inh -7%, D1 agonist 2, D1 PAM -10, RXFP1 agonist 2.5%, D1 antagonist 25, Vif-A3F inh 5%, GRP78 ERSR act -1% and RXFP1 antag -2.
For Cc1oc2c(cc(NS(=O)(=O)c3ccc(C(C)C)cc3)c3ccccc32)c1C(=O)OCc1ccccc1 the results were Vif-A3G inh 1%, D1 agonist 3, D1 PAM -2, RXFP1 agonist 6.4%, D2 potentiator 8, D1 antagonist 6, Vif-A3F inh -3%, GRP78 ERSR act -1% and RXFP1 antag -5.
For C=CCc1cc(OC)ccc1OCCN1CC(C)OC(C)C1 (stereo not given) the results were Vif-A3G inh -1%, D1 agonist 2, D1 PAM -3, RXFP1 agonist -0.7%, D2 potentiator -4, D1 antagonist -4, Vif-A3F inh 0%, GRP78 ERSR act -2% and RXFP1 antag -9.
For C=CCn1c(CCC(=O)O)ccc1-c1ccc(OC)cc1 the results were Vif-A3G inh -10%, D1 agonist 1, D1 PAM 1, RXFP1 agonist 1.1%, D2 potentiator 10, D1 antagonist -9, Vif-A3F inh -8%, GRP78 ERSR act -4% and RXFP1 antag -26.
For COc1ccc(CN2CCN(c3cccc(C)c3C)CC2)cc1OC the results were Vif-A3G inh 0%, D1 agonist 4, D1 PAM -5, RXFP1 agonist 0.0%, D2 potentiator -2, D1 antagonist -14, Vif-A3F inh -2%, GRP78 ERSR act 0% and RXFP1 antag -3.
`COc1ccc(NC(=O)CSc2nc3ccccc3c(=O)n2Cc2cccs2)c(OC)c1` gave D1 agonist 1, D1 PAM 4, RXFP1 agonist 0.9% and D1 antagonist 5.
O=C(Nc1ccc(Cl)cc1)Nc1nnc(CSCc2ccc(Cl)cc2)s1 was read as Vif-A3G inh -10%, D1 agonist 2, D1 PAM -6, RXFP1 agonist -0.5%, D2 potentiator 6, D1 antagonist -19, Vif-A3F inh -6%, GRP78 ERSR act -6% and RXFP1 antag -1.
For Cc1nn2c(N3CCOCC3)cc(C(C)C)nc2c1-c1ccccc1 the results were Vif-A3G inh -1%, D1 agonist 1, D1 PAM -2, RXFP1 agonist 1.8%, D2 potentiator 1, D1 antagonist 5, Vif-A3F inh 5%, GRP78 ERSR act 0% and RXFP1 antag 3.
For O=C(Cn1c(-c2ccccn2)nc2ccccc21)N/N=C/c1ccccn1 the results were Vif-A3G inh 1%, D1 agonist 3, D1 PAM -3, RXFP1 agonist 1.8%, D2 potentiator 13, D1 antagonist 2, Vif-A3F inh 1%, GRP78 ERSR act 1% and RXFP1 antag 2.
Screening CCOc1ccc(CC(=O)Nc2c(C(=O)c3ccc(Cl)cc3)oc3ccccc23)cc1OCC returned Vif-A3G inh -1%, D1 agonist 0, D1 PAM 4, RXFP1 agonist -0.1%, D2 potentiator -7, D1 antagonist -4, Vif-A3F inh -19% and GRP78 ERSR act -3%.
`CC(=O)Nc1cccc(NC(=O)c2ccc(S(=O)(=O)NCc3ccco3)cc2)c1` gave Vif-A3G inh 0%, Vif-A3F inh 0%, GRP78 ERSR act -1% and RXFP1 antag 4.
O=C(Nc1cc(C(=O)N2CCCC2)ccc1N1CCCC1)C1CC1 was read as Vif-A3G inh -1%, D1 agonist 0, D1 PAM -7, RXFP1 agonist -0.5%, D2 potentiator 3, D1 antagonist 0, Vif-A3F inh -4%, GRP78 ERSR act -2% and RXFP1 antag 3.
Screening O=c1[nH]c(/C(Cl)=C/c2cccc(F)c2)nc2cc(C(F)(F)F)ccc12 returned Vif-A3G inh -3%, D1 agonist 2, D1 PAM -10, RXFP1 agonist 0.3%, D1 antagonist -29, Vif-A3F inh -5%, GRP78 ERSR act -1% and RXFP1 antag -11.
COc1ccc(CCNC(=O)CCc2c(C)c3cc4c(C)coc4cc3oc2=O)cc1 was read as Vif-A3G inh -3%, D1 agonist 22, D1 PAM -1, RXFP1 agonist 5.4%, D2 potentiator 7, D1 antagonist -51*, Vif-A3F inh -3%, GRP78 ERSR act -1% and RXFP1 antag -8.
For O=C(NCCc1ccccn1)c1cc2ccccc2o1 the results were Vif-A3G inh 1%, D1 agonist 2, D1 PAM -7, RXFP1 agonist 3.9%, D2 potentiator -5, D1 antagonist -3, Vif-A3F inh -6%, GRP78 ERSR act -1% and RXFP1 antag -2.
`CCCCCN(C(=O)NC(=O)Nc1ccccc1OC)S(C)(=O)=O` gave Vif-A3G inh -4%, D1 agonist 2, D1 PAM -6, RXFP1 agonist 1.2%, D2 potentiator 6, D1 antagonist 7, Vif-A3F inh -9%, GRP78 ERSR act -3% and RXFP1 antag 11.
Screening COc1cc2c(cc1[N+](=O)[O-])-c1ccc([N+](=O)[O-])cc1C2=NNC(N)=S returned Vif-A3G inh 8%, Vif-A3F inh -1%, GRP78 ERSR act 0% and RXFP1 antag 5.
For O=C(NC1CC1)C1CCN(c2ccc(S(=O)(=O)N3CCOCC3)cc2Cl)CC1 the results were Vif-A3G inh 2%, D1 agonist 5, D1 PAM -3, RXFP1 agonist 1.4%, D2 potentiator 12, D1 antagonist 10, Vif-A3F inh -11%, GRP78 ERSR act -1% and RXFP1 antag -4.
Screening O=C(CN(c1cccc(C(F)(F)F)c1)S(=O)(=O)c1ccc(Cl)c([N+](=O)[O-])c1)NCc1ccccc1Cl returned Vif-A3G inh -14%, D1 agonist 4, D1 PAM 1, RXFP1 agonist 1.2%, D2 potentiator -4, D1 antagonist -19, Vif-A3F inh -4%, GRP78 ERSR act -14% and RXFP1 antag -14.

Source: PubChem BioAssay

The list is partial; rates above refer to the full screens.
